# Compound activity from PubChem BioAssay.
# HP1b binding inh: HTS for Inhibitors of HP1-beta Chromodomain Interactions with Methylated Histone Tails | AlphaScreen HP1-beta / biotin-H3K9me3 peptide binding | Potency, µM (top dose mostly 114 µM), without a hit: at the highest dose activity change, negative = inhibition, actives largely listed as inhibitors | 0.56% of 390,000 active; note: nearly all actives have a fitted effect of over 70% in size; inactives centre near 23
# Target sequence (P83916 whole entry, looked up): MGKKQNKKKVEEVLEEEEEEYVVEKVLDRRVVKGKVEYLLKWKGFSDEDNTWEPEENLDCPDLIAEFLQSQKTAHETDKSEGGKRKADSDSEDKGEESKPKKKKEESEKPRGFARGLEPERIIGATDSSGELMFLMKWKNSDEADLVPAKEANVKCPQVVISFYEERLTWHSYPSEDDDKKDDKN
#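 Compound inhibition of the preformed complex between 50 nM HP1-beta and 50 nM biotinylated H3K9me3 peptide was read by AlphaScreen. Buffer was PBS pH 7.4 with 0.01% Tween-20. Incubations ran 30 min at room temperature, with 10 ug/mL donor/acceptor beads.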
# TrxR1 inh: qHTS Assay for Inhibitors of Mammalian Selenoprotein Thioredoxin Reductase 1 (TrxR1): qHTS. Potency, µM (doses to about 114 µM), without a hit: at the highest dose activity change, negative = inhibition, actives largely listed as inhibitors. 1% of 390,000 active. recombinant rTrxR1, NADPH fluorescence consumption, selenite substrate; note: % is set by controls: 0 for no effect and ±100 for the full control effect; nearly all actives have a fitted effect of over 65% in size
#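 Rat TrxR1 (90 nM in the dispensed reagent) was pre-reduced with 400 uM NADPH for 5 min at room temperature, then incubated with compound for 15 min. After 400 uM selenite was added, NADPH fluorescence (Ex 340/Em 450 nm) was followed for 8 min.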
# Pin1 inh: qHTS Assay to Find Inhibitors of Pin1. Pin1 FP peptide displacement, HiFluor488, 10 min. Potency, µM (series often up to 115 µM), without a hit: top-dose activity, negative = inhibition, usual class: inhibitors. 0.009% of 390,000 active. Peptidyl-prolyl cis-trans isomerase NIMA-interacting 1 (Homo sapiens), Q13526; active = well fitted inhibition curve with a large enough effect in the polarisation, with a control signal flat, not every such curve was filed as active; inconclusive = small, poorly fitted or top-dose-only effect, or effect the other way, or a change in a side signal; inactive = no such curve, though single readings can be large or run the other way; the % refers to the polarisation; note: % is set by controls: 0 for no effect and ±100 for the full control effect
# Target sequence (Q13526 whole entry, looked up): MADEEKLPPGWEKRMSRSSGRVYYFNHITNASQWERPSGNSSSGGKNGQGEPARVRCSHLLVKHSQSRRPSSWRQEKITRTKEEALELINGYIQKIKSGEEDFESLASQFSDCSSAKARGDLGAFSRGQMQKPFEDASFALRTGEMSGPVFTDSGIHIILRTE
# GLS inh: qHTS for Inhibitors of Glutaminase (GLS) | Glutaminase kidney isoform, mitochondrial (Homo sapiens), O94925 | GLS enzymatic activity, qHTS titration | Potency, µM (series often up to 45.5 µM), without a hit: at the top dose activity change, negative = inhibition, actives largely listed as inhibitors | 0.21% of 410,000 active; note: % is set by controls: 0 for no effect and ±100 for the full control effect
#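 hKGA in 45 mM KH2PO4 pH 8.2, 0.02% Tween-20 with pin-transferred compounds; 1 mM L-glutamine (stock) plus glutamate oxidase/HRP/Amplex Red coupling added. Fluorescence read initially and after 30 min at RT.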
# 12-LOX inh: Primary qHTS assay for inhibitors of human arachidonate 12S-lipoxygenase (ALOX12): Round 2 | Polyunsaturated fatty acid lipoxygenase ALOX12 (Homo sapiens), P18054 | 1.1% of 580,000 active | purified 12hLO, xylenol orange hydroperoxide absorbance | Potency, µM (highest dose often 108 µM), for inactives: at the top dose activity change, negative = inhibition, usual class: inhibitors; note: % is set by controls: 0 for no effect and ±100 for the full control effect
#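 Hydroperoxide product was detected by ferrous iron/xylenol orange as the 573 to 405 nm absorbance ratio. Arachidonic acid at 40 uM (final) was turned over for 30 min at room temperature by 150 nM human 12hLO, pH 7.0 Hepes buffer, after 15 min compound preincubation.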
# ERG-DNA inh: qHTS for Small Molecule Inhibitors of the ERG Ets/DNA interaction | fluorescence polarization, His-ERG Ets domain / labelled DNA | Potency, µM (top dose mostly 76.9 µM), without a hit: top-dose FP activity, negative = inhibition, most hits filed as inhibitors | 0.028% of 370,000 active | Transcriptional regulator ERG (Homo sapiens), P11308; active = well fitted inhibition curve with a large enough effect in the polarisation, with a control signal flat; inconclusive = small, poorly fitted or top-dose-only effect, or effect the other way, or a change in a side signal; inactive = no such curve, though single readings can be large or run the other way; the % refers to the polarisation;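 note: polarization taken with two DNA probes labelled with fluorescein and Texas red; % of control where 0% means no effect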
#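 His-tagged ERG Ets domain (1 uM in the protein solution; 300mM KCl, 50mM Tris-HCl, 1mM EDTA, 1mM DTT, pH 7.5) received compound, then a probe mix of 5 nM fluorescein-DNA and 100nM Texas-615-DNA. Fluorescence polarization was read for both dyes.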
# PGK inhibitor: qHTS Assay to Find Inhibitors of Phosphoglycerate Kinase; Phosphoglycerate kinase, glycosomal (Trypanosoma brucei brucei), P07378; Potency, µM (doses to about 57.5 µM), for inactives: at the highest dose activity change, negative = inhibition, most hits filed as inhibitors; 0.043% of 380,000 active; AID 602233, 2012; PGK/GAPDH coupled, Kinase-Glo luminescence, 60 min; note: % is set by controls: 0 for no effect and ±100 for the full control effect; nearly all actives have a fitted effect of over 60% in size
# Target sequence (P07378 whole entry, looked up): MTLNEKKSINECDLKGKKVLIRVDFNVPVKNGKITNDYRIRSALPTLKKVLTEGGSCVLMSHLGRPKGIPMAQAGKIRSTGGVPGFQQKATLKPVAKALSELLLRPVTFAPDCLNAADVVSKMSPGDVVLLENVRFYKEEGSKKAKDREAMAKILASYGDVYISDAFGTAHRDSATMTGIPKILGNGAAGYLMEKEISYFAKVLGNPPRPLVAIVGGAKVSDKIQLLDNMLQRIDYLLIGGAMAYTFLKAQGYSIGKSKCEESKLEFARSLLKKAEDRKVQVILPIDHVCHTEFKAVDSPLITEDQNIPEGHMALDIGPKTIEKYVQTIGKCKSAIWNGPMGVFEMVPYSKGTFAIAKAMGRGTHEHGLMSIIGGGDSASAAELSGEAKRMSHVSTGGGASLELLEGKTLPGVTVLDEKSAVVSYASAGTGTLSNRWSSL
#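 Recombinant glycosomal PGK reaction used 1,3-bisphosphoglycerate generated in-well by GAPDH (100nM final) in 100mM TEA pH 7.6, 5mM MgCl2, 0.01% Tween-20. After 60 minutes at room temperature, ATP was read by Kinase-Glo Plus luminescence end-point.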
# JMJD2A Tudor: qHTS Assay for Inhibitors of JMJD2A-Tudor Domain | Lysine-specific demethylase 4A (Homo sapiens), O75164 | AlphaScreen JMJD2A-Tudor / H3K4me3 peptide binding | Potency, µM (titrated, usually from 114 µM), inactives show at the top dose activity change, negative = inhibition, actives largely listed as inhibitors | 4.4% of 390,000 active; note: % is set by controls: 0 for no effect and ±100 for the full control effect; nearly all actives have a fitted effect of over 50% in size
# RGS4 inhibitor: Inhibitors of Regulator of G Protein Signaling (RGS) 4: qHTS; Regulator of G-protein signaling 4 (Homo sapiens), P49798; Transcreener GDP fluorescence polarization, RGS4-accelerated GTP hydrolysis; Potency, µM (titrated, usually from 114 µM), for inactives: top-dose activity change, negative = inhibition, most hits filed as inhibitors; 0.039% of 390,000 active; AID 504845, 2011; note: % is set by controls: 0 for no effect and ±100 for the full control effect; nearly all actives have a fitted effect of over 75% in size; some results filed as inactive show a strong effect at the top dose
#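 MLSMR compounds (23 nl, pin-transferred) preincubated 10 min at room temperature with a 500nM (2x) first reagent, then RGS4 at 900nM (2x) plus Transcreener GDP mix added; fluorescence polarization (620/688 nm) read before and after 90 min at 30 °C.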
# Active calls of the source: *; i = inactive; ? = inconclusive; . = not tested or not shown; [ ] = another dose, or the depositor's remark. Unless noted, calls come from the whole dose curve; as a rule, active = well fitted curve in the direction sought with a large enough effect; inconclusive = small, poorly fitted or top-dose-only effect, or another doubt; inactive = no such curve, though single readings can be large; an effect the other way counts as inactive or inconclusive. Potency is the fitted concentration of half-maximal effect.
entry	Compound	HP1b binding inh	TrxR1 inh	Pin1 inh	GLS inh	12-LOX inh	ERG-DNA inh	PGK inhibitor	JMJD2A Tudor	RGS4 inhibitor
1	Oc1ccccc1N1CCN(c2nc(-c3cccs3)nc3ccccc23)CC1	-6%	4%	31%[activator]	12%	14%	-3%	-6%	?	-2%
2	COc1ccc(N2CCN(c3nc(Cl)nc(Nc4ccc(F)cc4)n3)CC2)cc1	30%	-20%	2%	-2%	-2%	7%	-7%	-11%	-13%
3	C=CCc1cccc2cc(C(=O)N(C)C)c(=O)oc12	35%	10%	-9%	10%	-14%	.	-9%	-11%	-10%
4	Cc1cc(C)c(NC(=O)Cn2c(=O)n(CCc3ccccc3)c(=O)c3ccccc32)c(C)c1	33%	18%	?	10%	-20%	3%	-5%	0%	17%
5	COc1ccc(NC(=O)CN(C)CC(=O)NC2CCCCC2C)cc1 (centres undefined)	41%[activator]	-20%	-2%	1%	12%	-16%	-1%	-5%	18%
6	COc1ccc(NC(=O)COC(=O)C23CC4CC(CC(Cl)(C4)C2)C3)c(OC)c1	65%[activator]	-11%	?	-1%	-17%	-6%	5%	-10%[11.4 µM]	11%[11.4 µM]
7	CCCN(CCC)S(=O)(=O)c1cccc(C(=O)Nc2ccc3c(c2)OCO3)c1	27%	19%	0%	-1%	19%	16%	i	-26%	22%
8	COC(=O)c1sc2nc(SCc3ccccc3C#N)n(N)c(=O)c2c1C	24%	6%	-1%	4%	-12%	9%	-7%	-12%	10%
9	CC(C)(C)C(=O)COC(=O)c1cc(-c2ccncc2)nc2ccccc12	13%	-5%[57.1 µM]	3%	0%	0%	-5%	4%	-21%	11%
10	COc1cc(C(C)=O)ccc1Oc1ncnc2c1cnn2-c1ccc(C)c(C)c1	40%[activator]	-4%	3%	6%	0%	.	-2%	-10%	-22%
11	Cc1ccc(NS(=O)(=O)c2ccc(NC(=O)c3ccc(-c4ccccc4)cc3)cc2)c(C)c1	-8%	14%	5%	-20%	0%	6%	i	-4%[11.4 µM]	-35%[11.4 µM]
12	CCOc1ccc(C(C)=O)cc1CN1C(=O)c2ccccc2S1(=O)=O	40%[activator]	1%[57.1 µM]	12%	-16%	-25%	4%	-3%	-6%	-36%
13	COc1ccc(NCc2nnc(SCC(=O)c3ccc(OC)cc3)n2C)cc1	18%	-17%[57.1 µM]	3%	2%	?	-8%	-9%	56µM*	?
14	COc1ccc(S(=O)(=O)NCCc2nnc3ccc(SCC(=O)Nc4ccc(C(F)(F)F)cc4)nn23)cc1	22%	11%	2%	-8%	?	1%	i	-18%	-3%
15	CCOc1ccccc1NC(=O)Cn1c(=O)n(CCCC(=O)NCc2ccc(C)cc2)c(=O)c2ccccc21	22%	-1%	12%	-4%	-26%	-4%	-6%	-20%	-10%
16	CNc1cc([N+](=O)[O-])ccc1N/C=C/C(=O)c1cccs1	-7%	10%[57.1 µM]	12%	2%	?	0%	-10%	?	-41%
17	O=C(c1ccc(Br)o1)N(c1ccccn1)C1CCCCC1	31%	15%	0%	2%	-21%	-4%	i	-9%	12%
18	COc1ccc(-c2nc(CN3CCC(C(=O)NCc4ccc(F)cc4)CC3)c(C)o2)cc1OC	30%	-3%	1%	2%	-21%	22%	1%	-17%	0%
19	Cc1ccc2nc(SCc3ccccc3)c(C=O)c(=O)n2c1	16%	10%	1%	6%	-4%	.	-6%	-19%	-25%
20	COc1ccc(-c2nn(-c3ccccc3)cc2CNC[C@H]2O[C@@H](n3cnc(C(N)=O)n3)[C@H](O)[C@@H]2O)cc1	20%	21%	4%	6%	7%	-2%	-7%	-15%	-1%
21	Cc1ccc(S(=O)(=O)N2[C@@H](c3cccc(Cl)c3)C(C(=O)O)=CC[C@H]2c2cccc(Cl)c2)cc1	10%	4%	-13%	19%	?	-4%	-11%	-32%	-2%

# 3 compounds from above, sorted by molecular weight, lowest first.
entry	Compound	HP1b binding inh	TrxR1 inh	Pin1 inh	GLS inh	12-LOX inh	ERG-DNA inh	PGK inhibitor	JMJD2A Tudor	RGS4 inhibitor
16	CNc1cc([N+](=O)[O-])ccc1N/C=C/C(=O)c1cccs1	-7%	10%[57.1 µM]	12%	2%	?	0%	-10%	?	-41%
9	CC(C)(C)C(=O)COC(=O)c1cc(-c2ccncc2)nc2ccccc12	13%	-5%[57.1 µM]	3%	0%	0%	-5%	4%	-21%	11%
10	COc1cc(C(C)=O)ccc1Oc1ncnc2c1cnn2-c1ccc(C)c(C)c1	40%[activator]	-4%	3%	6%	0%	.	-2%	-10%	-22%

# Compounds shown so far that contain fluorine:
entry	Compound	HP1b binding inh	TrxR1 inh	Pin1 inh	GLS inh	12-LOX inh	ERG-DNA inh	PGK inhibitor	JMJD2A Tudor	RGS4 inhibitor
2	COc1ccc(N2CCN(c3nc(Cl)nc(Nc4ccc(F)cc4)n3)CC2)cc1	30%	-20%	2%	-2%	-2%	7%	-7%	-11%	-13%
14	COc1ccc(S(=O)(=O)NCCc2nnc3ccc(SCC(=O)Nc4ccc(C(F)(F)F)cc4)nn23)cc1	22%	11%	2%	-8%	?	1%	i	-18%	-3%
18	COc1ccc(-c2nc(CN3CCC(C(=O)NCc4ccc(F)cc4)CC3)c(C)o2)cc1OC	30%	-3%	1%	2%	-21%	22%	1%	-17%	0%

# Values by screen from the list:
# Compounds 8–16 in PGK inhibitor: -7%, 4%, -2%, i, -3%, -9%, i, -6%, -10%
# Compounds 8–16 in JMJD2A Tudor: -12%, -21%, -10%, -4%[11.4 µM], -6%, 56µM*, -18%, -20%, ?
# Compounds 8–16 in RGS4 inhibitor: 10%, 11%, -22%, -35%[11.4 µM], -36%, ?, -3%, -10%, -41%

# These rows are one share of the data. The share of hits here may be higher or lower than overall.
